TR SRC2 fluor cs: counter-screen for TRb-SRC2 inhibitors: fluorescence interference; TRb/SRC2 Texas Red total fluorescence interference; Potency, µM (titrated, usually from 106 µM), inactives show at the highest dose fluorescence change, negative = quenching; 280,000 compounds, 0.29% hits; AID 1479; active = well fitted curve in either direction with a large enough effect; inconclusive = small, poorly fitted or top-dose-only effect; also: % is scaled to controls: 0 for no effect and ±100 for the full control effect
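Human TRβ ligand-binding domain (0.6 uM) and Texas Red SRC2 peptide (20 nM) in Tris buffer with 1 uM T3 and 5% DMSO were incubated with pinned compound for 5 hr at ambient temperature. Total fluorescence was computed as S + 2P (555/632 nm).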
Tau FP inhib: tau fibrillization inhibition (FP); 280,000 compounds, 0.39% hits; P10636; AID 1468; K18 P301L tau heparin fibrillization, Alexa594 FP, 6 h; Potency, µM (doses to about 57.7 µM), for inactives: at the highest dose activity, negative = inhibition, actives largely listed as inhibitors; also: % is scaled to controls: 0 for no effect and ±100 for the full control effect; nearly all actives have a fitted effect of over 55% in size
Target sequence (P10636 561-689 P618L limits assumed): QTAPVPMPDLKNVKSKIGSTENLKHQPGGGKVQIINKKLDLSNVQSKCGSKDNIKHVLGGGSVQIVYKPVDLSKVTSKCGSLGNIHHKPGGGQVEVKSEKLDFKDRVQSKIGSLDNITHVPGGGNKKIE
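Read-out: fluorescence polarization of Alexa 594-labeled tau (0.24 uM), 555 nm excitation, 632 nm emission. Mixtures held 15 uM unlabeled K18 P301L, compound and 20 uM heparin, pH 7 acetate buffer, incubated 6 hr at 37 C.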
RECQ1 inh: inhibitors of human RECQ1 DNA helicase | P46063 | RECQ1 DNA unwinding, red fluorescence kinetic read | Potency, µM (titrated, usually from 57.3 µM), for the others: top-dose activity, negative = inhibition, usual class: inhibitors | 240,000 compounds, 0.54% hits | AID 2549;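 also: plate controls were vehicle for no effect and no enzyme for full effect; nearly all actives have a fitted effect of over 30% in size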
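RECQ1T1 50 nM; forked duplex (20 bp + 30-nt ss tails) 200 nM, ATP 2 mM final; pH 8.0, 2 mM MgCl2, 2.5 ug/ml poly(dI-dC); 15 min compound preincubation; discontinuous kinetic read over 2 h at RT.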
TRb-SRC2 inh: TRbeta-SRC2 interaction inhibition. P10828. TRbeta-SRC2 peptide binding, fluorescence polarization; receptor liganded with 1 µM T3. Potency, µM (series often up to 106 µM), inactives show top-dose activity change, negative = inhibition, most hits filed as inhibitors. 280,000 compounds, 0.065% hits. AID 1469;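 also: plate controls were bound peptide for no effect and peptide without receptor for full effect; nearly all actives have a fitted effect of over 50% in size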
Target sequence (P10828 whole entry, looked up): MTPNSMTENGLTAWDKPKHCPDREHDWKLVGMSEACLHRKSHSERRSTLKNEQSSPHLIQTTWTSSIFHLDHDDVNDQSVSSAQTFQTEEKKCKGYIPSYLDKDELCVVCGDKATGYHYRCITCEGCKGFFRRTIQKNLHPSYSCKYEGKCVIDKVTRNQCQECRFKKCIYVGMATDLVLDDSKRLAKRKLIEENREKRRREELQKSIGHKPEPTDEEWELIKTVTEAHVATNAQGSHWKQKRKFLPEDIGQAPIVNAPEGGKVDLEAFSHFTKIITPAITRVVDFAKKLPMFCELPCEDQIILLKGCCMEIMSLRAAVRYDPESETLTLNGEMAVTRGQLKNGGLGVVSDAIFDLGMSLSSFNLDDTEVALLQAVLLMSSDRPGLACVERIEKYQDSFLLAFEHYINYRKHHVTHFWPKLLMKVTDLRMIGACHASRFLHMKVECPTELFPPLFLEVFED
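Human TRb ligand-binding domain (0.6 uM) is mixed with 20 nM Texas Red SRC2 peptide and 1 uM T3; after compound addition and 5 hr at ambient temperature, polarization is measured and normalized to unbound and bound controls.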
Tau fibril ThT: inhibitors of human tau fibril formation, thioflavin T binding | 270,000 compounds, 2.1% hits | Potency, µM (series often up to 57.4 µM), for the others: at the top dose activity, negative = inhibition, most hits filed as inhibitors | recombinant tau K18 P301L, heparin-induced fibrillization, ThT fluorescence; also: % is scaled to controls: 0 for no effect and ±100 for the full control effect; nearly all actives have a fitted effect of over 55% in size
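Tau K18 P301L fragment (15 uM unlabeled plus 0.24 uM Alexa 594-labeled) in 100 mM sodium acetate pH 7 with compound, fibrillization induced by 20 uM heparin for 6 hr at 37 C. Thioflavin T (30 uM) added, fluorescence read after 1 hr (ex 450, em 510 nm).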
Tau fluor cs: counter-screen for tau fibril formation inhibitors; tau K18 P301L Alexa594 fluorescence, heparin fibrillization; Potency, µM (top dose mostly 57.7 µM), without a hit: at the highest dose activity change, negative = decrease; 280,000 compounds, 0.93% hits; AID 1463; also: % is scaled to controls: 0 for no effect and ±100 for the full control effect; nearly all actives have a fitted effect of over 55% in size
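Human tau K18 P301L (15 uM unlabeled, 0.24 uM Alexa 594-labeled) in 100 mM sodium acetate pH 7 with 20 uM heparin, 6 hr at 37 C. ThT 30 uM added, 1 hr ambient; Alexa 594 FP and total fluorescence read at 555/632 nm.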
HTT ATP protect: cytoprotection in Huntington HTT-Q103 PC12 cell model | 230,000 compounds, 0.14% hits | PC12 HTT-Q103 induced, cytoprotection, ATP luminescence, 40 h | AID 1471 | Potency, µM (highest dose often 56.4 µM), for inactives: cytoprotection (ATP increase), usual class: activators;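 also: % of control where 0% means no effect; nearly all actives have a fitted effect of over 45% in size; toxic huntingtin expression switched on by the ecdysone agonist tebufenozide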
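ATP quantification (ATPlite) reports survival of PC12 cells in which tebufenozide, 100 nM final, switches on Htt exon 1 with 103 glutamines linked to GFP; compounds are titrated.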
L3MBTL1 block: inhibitors of human L3MBTL1; Q9Y468; 230,000 compounds, 0.66% hits; AlphaScreen L3MBTL1–H3K9me1 peptide binding; Potency, µM (series often up to 57.1 µM), inactives show top-dose activity, negative = inhibition, hits mostly inhibitors; also: % is scaled to controls: 0 for no effect and ±100 for the full control effect; nearly all actives have a fitted effect of over 60% in size
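Read-out is AlphaScreen signal from streptavidin donor and nickel chelate acceptor beads (10 ug/mL final each) bridging L3MBTL1 (50 nM) and biotinylated K9-monomethylated H3(1-15) peptide (75 nM), after 30 min compound exposure at room temperature.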
Numbers without * were called inactive; i = inactive; u = inconclusive; x = no result given; [ ] = another dose, or the depositor's remark. Unless noted, calls follow the shape of the dose curve; as a rule, active = well fitted curve in the direction sought with a large enough effect; inconclusive = small, poorly fitted or top-dose-only effect, or another doubt; inactive = no such curve, though single readings can be large; an effect the other way counts as inactive or inconclusive. Potency is read from the fitted curve at half-maximal effect.

smiles	Tau fluor cs	Tau fibril ThT	RECQ1 inh	TRb-SRC2 inh	HTT ATP protect	TR SRC2 fluor cs	L3MBTL1 block	Tau FP inhib
Cc1ccccc1OCC(=O)N/N=C/c1cccc(Oc2ccc([N+](=O)[O-])cc2[N+](=O)[O-])c1	6.3µM*[quencher]	u	-7%	-11%	6%[10 µM]	2%	-11%	-6%
CC(C)CCN1C(=O)CCC1(C)C(=O)NC1CCCCCC1 (stereo unspecified)	-5%	-6%	1%	-4%	-8%	-4%	0%	3%
CCN(c1c(C)n(C)n(-c2ccccc2)c1=O)S(C)(=O)=O	0%	-8%	1%	-9%	-6%[10 µM]	-2%	4%[11.4 µM]	5%
CSc1ccccc1NC(=O)Cn1c(-c2cscn2)nc2ccccc21	-10%	-6%	-1%	-7%	-7%[10 µM]	-2%	-6%	-13%
COc1cccc2cc(-c3nc(-c4cccs4)no3)c(=O)oc12	-13%	-3%	x	-7%	x	0%	x	-5%
COc1ccc(N(CCN2C(=O)c3ccccc3C2=O)C(=O)c2cccc([N+](=O)[O-])c2)cc1	-4%	8%	2%	6%	-13%[10 µM]	3%	-23%	-13%
Cn1c(SCC(=O)c2ccc(F)cc2)nnc1-c1ccccn1	-20%	u	-8%	-9%	5%[10 µM]	1%	-17%	-4%
CCOC(=O)CC1CCCCN1Cc1nc(-c2ccc(F)c(OC)c2)oc1C (stereo unspecified)	-13%	-21%	-10%	0%	-42%[inhibitor]	-1%	-13%	-4%
Cc1[nH]c(=O)[nH]c(=O)c1/C=C/C(=O)OCC(C)C	-2%	5%	-2%	-3%	-5%[10 µM]	-6%	2%	-3%
O=C(Oc1ccc(F)cc1)c1nc(SCc2ccccc2F)ncc1Cl	-21%	u	x	-12%	x	0%	x	-11%
CCc1ccc(-n2nc(C)c3c(C(=O)Nc4cccc(C(F)(F)F)c4)cc(C)nc32)cc1	-13%	0%	x	7%	x	-28%	x	u
Clc1cccc(CN2CCC(Cc3ccccc3)CC2)c1	13µM*[quencher]	18µM*	-9%	-3%	-86%[inhibitor]	-9%	57%[activator]	-6%
CCc1ccccc1NC(=O)CSc1nc(-c2ccccc2)nn1C(=O)c1cccc([N+](=O)[O-])c1	-18%	u	-6%	-19%	12%	-1%	5%	4%
CNS(=O)(=O)c1cccc(C(=O)OCC(=O)Nc2sc3c(c2C#N)CCCCC3)c1	2%	9%	11%	3%	0%[10 µM]	0%	-7%	-4%
COc1ccccc1N1CCN(C(=O)COc2cc(C)ccc2C)CC1	-2%	0%	3%	-9%	1%[10 µM]	1%	0%	7%
O=C(CSc1ncnc2c1nnn2Cc1ccc(F)cc1)NC1CCCCC1	-8%	-3%	-7%	-1%	u	-1%	-8%	-11%
COc1cc(NC(=O)c2nn(C)c3c2CS(=O)(=O)c2ccccc2-3)cc(OC)c1	-18%	13%	x	0%	x	-2%	x	-14%
COc1ccc(C(=O)OCC(=O)Nc2sccc2C(N)=O)cc1OC	-14%	-10%	u	1%	3%[10 µM]	-2%	4%	-11%
Cc1ccc(C(=O)CSc2nnc(-c3snnc3C)n2C2CC2)cc1	-19%	-9%	-1%	0%	28%[10 µM]	2%	-1%	-6%
Brc1ccc(CNCCCSc2nnnn2-c2ccccc2)cc1	-10%	-5%	x	2%	x	8%	x	2%
Cc1cc(NC(=O)CSc2nccn2-c2ccc([N+](=O)[O-])cc2)no1	1%	0%	0%	0%	x	0%	7%	5%
O=C(Oc1cccc(C(=O)N2CCOCC2)c1)c1ccc(Br)cc1	0%	-4%	i	5%	20%	2%	4%	5%
Cn1c(SCC(=O)Nc2nc3ccccc3s2)ncc(C(=O)Nc2ccc(Cl)cc2)c1=O	-15%	u	x	-5%	x	0%	x	-10%
CC(=O)Nc1ccc(OCC(O)Cn2c3ccccc3c3ccccc32)c(C)c1 (stereo unspecified)	u	u	-10%	-5%	-28%	-2%	-2%	3%
CC(=O)OC1CC[C@@]2(C)C(CC[C@@]3(C)C2CC=C2C4CC(C)(C)CC[C@]4(C(=O)O)CC[C@@]23C)C1(C)C (stereo partly specified)	-8%	-9%	-4%	-4%	17%	0%	x	-5%
CCn1c(=O)n(CC)c2cc(S(=O)(=O)Nc3ccccc3C)c(C)cc21	-3%	-4%	i	-7%	8%	-5%	x	-2%
CC(C)(C)OC(=O)N[C@H](Cc1ccccc1)C(=O)N1CCC(C(=O)O)CC1	8%	2%	2%	-2%	1%	-3%	4%	3%
COc1ccc(Cl)cc1-c1nc(SCC(=O)NC2CC2)n[nH]1	-2%	-6%	-4%	1%	26%	-1%	x	-5%
CCOC(=O)C(=NCCCN(C)C)NNc1cc(C(F)(F)F)ccc1Cl	-18%	u	1%	-5%	-4%	1%	x	-12%
CCOC(=O)C12CNC(=O)C(C(=O)OCC)(CNC1=O)C2	3%	-8%	-9%	0%	-22%[10 µM]	0%	3%	-1%
Cc1cccc(C)c1NS(=O)(=O)c1ccc2c(c1)NC(=O)CO2	-1%	0%	0%	-12%	16%	-1%	x	-5%
O=C(COC(=O)c1cc(=O)[nH]c2ccccc12)c1ccc(Br)cc1	-1%	x	-12%	3%	3%[10 µM]	0%	x	-16%
COc1ccc(C)cc1NC(=O)c1c(C(=O)Nc2cccc(C)c2C)sc2nc(C)cc(=O)n12	-8%	2%	x	2%	x	-15%	x	-5%
O=C1/C(=C/c2ccccc2)CSc2sccc21	-18%	-15%	-7%	14%	27%	-1%	x	-6%
COc1cccc2cc(-c3nc(Nc4cccc(C)c4C)sc3C)c(=O)oc12	u	u	x	-2%	x	-2%	x	5%
CCC(=O)NC1Cc2ccccc2C(c2ccccc2)C1 (stereo unspecified)	-5%	0%	i	8%	-43%[inhibitor]	-3%	x	-5%
CCCCOC(=O)c1ccc(OC(=O)c2cccnc2)cc1	-11%	-25%	3%	1%	6%	3%	5%	10%
CCCCCCOC(=O)Nc1ccc(S(=O)(=O)Nc2cccc([N+](=O)[O-])c2)cc1	u	2%	-11%	5%	16%[10 µM]	-2%	-2%	u
COc1ccc(-c2nc3cccc(C)n3c2NCc2ccco2)cc1OC	-19%	u	-2%	-13%	-27%[10 µM]	-1%	-4%	11%
COc1ccc(OCC(=O)N/N=C/c2ccsc2)cc1	-4%	-16%	i	-5%	9%[10 µM]	0%	1%	4%
CN(C)C(=O)N1CCC(C(=O)N2CCCC(C(=O)c3cccc4ccccc34)C2)CC1 (stereo unspecified)	5%	-6%	i	-4%	5%[10 µM]	-1%	8%	-3%
Clc1ccc(CSc2nnc(CNc3cccc(Cl)c3)o2)cc1	u	u	-14%	-3%	-30%	-4%	x	0%
Cc1cccc(OCC(=O)Nc2ccc3c(c2)OCO3)c1C	-10%	u	i	3%	-9%	-6%	-4%	6%
COC(=O)c1cc(NC(=O)c2ccoc2C)cc(C(=O)OC)c1	-15%	-14%	4%	6%	20%	-2%	18%	3%
CC(Oc1ccccc1Cl)c1nnc(N)s1 (stereo unspecified)	2%	-1%	-4%	0%	10%	0%	1%	1%
CC1CCN(c2ncnc3ccccc23)CC1	-5%	-7%	5%	2%	24%[10 µM]	0%	5%	-3%
CC(=O)N1CCc2cc(Br)cc(S(=O)(=O)CCC(=O)N3CCN(c4ccccc4)CC3)c21	-17%	-13%	x	2%	x	0%	x	-2%
CC(=O)N1CCN(c2ncnc3sc(-c4ccccc4)cc23)CC1	-11%	-9%	-2%	-4%	-81%[inhibitor]	-1%	x	-1%
O=[N+]([O-])c1ccc(C[n+]2ccc(Cc3ccccc3)cc2)cc1	-6%	u	0%	6%	-3%	0%	x	-5%
Cc1ccc(CC2CC(=O)N(C(Cc3ccccc3)C(=O)O)C2=O)cc1 (stereo unspecified)	-7%	-18%	-9%	1%	6%[10 µM]	-4%	4%	-1%
O=C(CSc1nc(-c2ccccc2F)nc2nc[nH]c12)Nc1c(Cl)cc(Cl)cc1Cl	-12%	-7%	-4%	0%	26%[10 µM]	-3%	0%	-10%
COC(=O)c1sc2ccccc2c1NC(=O)c1cccs1	-26%	-5%	-13%	-1%	-23%[10 µM]	-7%	35%[activator]	-12%
CCOC(=O)/C(C#N)=C1\C(=O)N(Cc2ccccc2)c2ccccc21	u	35µM*	-2%	6%	14%[10 µM]	-1%	-10%	u
COc1ccc(NC(=O)CNC(=O)c2ccc([N+](=O)[O-])cc2)cc1	-7%	-10%	i	-6%	x	-4%	43%[activator]	-1%
COc1cccc(-c2nnc3sc(-c4ccccc4)nn23)c1	-15%	u	-5%	-16%	-20%	-2%	-4%	-9%

A portion of the library, so the mix of outcomes need not match the whole.
